Bioassay records (PubChem BioAssay)
Wnt bcat act – Wnt/beta-catenin pathway activation | Wnt/beta-catenin reporter cell assay, activator, plate reader | activation, % at 9.35 µM | 300,000 tested, 1.2% active | AID 743398; in the data active = activation above about 30%, passing the limit was not always enough; inconclusive = no clear call, values can overlap the other calls;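 note: 0% = neutral control wells and 100% = positive control wells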
SR-BI HDL uptake – mouse SR-BI HDL lipid transfer inhibition; Q61009; ldlA[mSR-BI] CHO cells, DiI-HDL uptake fluorescence, 3 h; inhibition, % at 12.5 µM; 320,000 tested, 0.96% active; AID 488896;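 active = mean replicate inhibition of at least 70% and a set share of replicates each scoring 70 or more; inconclusive = meets just one of the two criteria; inactive = fails both criteria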;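 note: 0% = median of neutral control wells and 100% = median of positive control wells; values of inactives mirror those of a sister screen read the other way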
Target sequence (Q61009 whole entry, looked up): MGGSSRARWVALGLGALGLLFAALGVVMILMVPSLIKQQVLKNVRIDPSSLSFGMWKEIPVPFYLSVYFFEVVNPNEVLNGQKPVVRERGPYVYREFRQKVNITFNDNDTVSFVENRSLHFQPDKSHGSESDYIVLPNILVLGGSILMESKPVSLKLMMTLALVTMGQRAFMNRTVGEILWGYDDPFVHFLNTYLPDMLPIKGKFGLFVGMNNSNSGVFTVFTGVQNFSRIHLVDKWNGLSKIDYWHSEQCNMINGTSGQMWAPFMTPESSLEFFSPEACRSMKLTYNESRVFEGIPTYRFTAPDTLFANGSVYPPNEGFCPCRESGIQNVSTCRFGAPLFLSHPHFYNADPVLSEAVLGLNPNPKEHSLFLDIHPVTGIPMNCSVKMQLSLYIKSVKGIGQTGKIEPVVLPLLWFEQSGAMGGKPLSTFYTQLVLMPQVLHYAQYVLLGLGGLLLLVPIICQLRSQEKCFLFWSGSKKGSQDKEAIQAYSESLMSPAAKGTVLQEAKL
NSD2 HMT inh – inhibitors of human histone methyltransferase NSD2; NSD2 peptide methylation, AlphaScreen, 120 min; inhibition, % at 12.5 µM; O96028; 310,000 tested, 0.54% active; in the data active = inhibition above about 50%
V-ATPase pHluor – alters yeast V-ATPase proton transport | S. cerevisiae, pHLuorin cytosolic pH fluorescence | response, % at 10 µM | 350,000 tested, 0.37% active | AID 504577; in the data active = response mostly above about 7.3%, no sharp cut-off; inactive = mostly below about 5.4%; note: actives read high; inactives centre near 0; some compounds called inactive have numbers as strong as hits; reference of the scale not given here
dFosB activator – mouse delta FosB homodimer activation | P13346 | purified delta FosB, TAMRA-CDK5 oligo fluorescence polarization; percent of positive-control signal above neutral wells | activation, % at 25 µM | 340,000 tested, 0.99% active;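 active = mean activation above about 17%, with every replicate also reaching it, limit read from the data, passing the limit was not always enough; inconclusive = only one of the two conditions met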;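 note: fluorescence polarization rise as delta FosB binds a TAMRA Cdk5 AP-1 oligo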
Target sequence (P13346 whole entry, looked up): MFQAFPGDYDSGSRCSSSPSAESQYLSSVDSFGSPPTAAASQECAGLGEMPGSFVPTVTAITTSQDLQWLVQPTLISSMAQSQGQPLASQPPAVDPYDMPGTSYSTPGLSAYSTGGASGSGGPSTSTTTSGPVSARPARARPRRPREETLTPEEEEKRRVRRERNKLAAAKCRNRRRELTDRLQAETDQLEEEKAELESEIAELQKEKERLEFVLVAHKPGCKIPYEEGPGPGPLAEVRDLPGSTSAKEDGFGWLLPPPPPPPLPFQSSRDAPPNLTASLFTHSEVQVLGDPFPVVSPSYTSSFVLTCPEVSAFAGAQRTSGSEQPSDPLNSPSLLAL
CDK5 inh – inhibitors of human CDK5/p35 kinase; Q00535+Q15078; Recombinant CDK5/p35, ADP-Glo luminescence, 60 min; inhibition, % at 10 µM; 330,000 tested, 0.01% active;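 active = highest replicate inhibition of at least 50% and at least 75% of replicates reaching 50%; inconclusive = only one of the two criteria met; inactive = both criteria failed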;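 note: plate controls were DMSO neutral control for no effect and GW8510 at 10 µM for full effect; many of its hits are not listed in these tables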
HTR5A ag ctr – activates human HTR5A in OPRM1-OPRD1 agonist counter-screen | P47898 | HTR5A agonist assay, luminescence, cell-based | activation, % at 9.3 µM | 340,000 tested, 0.61% active; in the data active = activation mostly above about 9.5%, no sharp cut-off; inactive = mostly below about 7.6%;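 note: 0% = cells with vehicle only and 100% = reference agonist; strong numbers were not always called active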
MITF act – activators of MITF-driven TRPM1 promoter activity in SK-MEL-5 cells | SK-MEL-5 TRPM1-promoter luciferase, 24 h; % of positive control, neutral wells = 0 | activation, % at 12.5 µM | 300,000 tested, 0.75% active;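 active = mean activation of at least 80% with every replicate also reaching 80%; inconclusive = mean reaches 80% but some replicate falls short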;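 note: 0% = neutral control wells and 100% = parthenolide positive control wells; values of inactives mirror those of a sister screen read the other way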
PvdQ inh – blocks Pseudomonas aeruginosa PvdQ acylase activity; inhibition, % at 10 µM; 340,000 tested, 0.063% active; purified PvdQ acylase, fluorescence plate reader; in the data active = inhibition above about 30%, passing the limit was not always enough; inconclusive = no clear call, values can overlap the other calls;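 note: 0% = vehicle neutral wells and 100% = reference inhibitor wells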
HTR5A inv ctr – counter-screen for OPRM1-OPRD1 inverse agonists: human HTR5A inverse agonism; inhibition, % at 9.3 µM; 340,000 tested, 0.083% active; HTR5A cell line, luminescence; in the data active = inhibition mostly above about 23%, no sharp cut-off; inactive = mostly below about 18%;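 note: 0% = cells with DMSO and 100% = no-cell wells with DMSO; some compounds called inactive have numbers as strong as hits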
Numbers without * were called inactive; u = inconclusive; x = no result given. An excerpt; the hit share may differ from the screen's.

The opening 4 records, ahead of the listing:
SMILES	Wnt bcat act	SR-BI HDL uptake	NSD2 HMT inh	V-ATPase pHluor	dFosB activator	CDK5 inh	HTR5A ag ctr	MITF act	PvdQ inh	HTR5A inv ctr
COc1cccc(N(C(C)=O)C2=NCCCS2)c1	0	-13	0	-1	-4	0.9	1	2	-12	-4
CCOC(=O)N(CC)c1ccc(C(O)(C(=O)OCC)C(F)(F)F)cc1 (stereo not given)	x	12	1	2	-8	0.1	-3	-8	-17	-3
CCOC(=O)C1(c2ccccc2)CCN(Cc2cccc(C(=O)O)c2)CC1	x	14	38	-3	3	-0.9	-2	-17	-13	-8
COc1ccc(N=Cc2c(O)n(-c3ccc(C)cc3)c(=O)[nH]c2=O)cc1	17	22	0	-6	7	0.7	x	12	0	x

The whole of this part, from the start:
SMILES	Wnt bcat act	SR-BI HDL uptake	NSD2 HMT inh	V-ATPase pHluor	dFosB activator	CDK5 inh	HTR5A ag ctr	MITF act	PvdQ inh	HTR5A inv ctr
COc1cccc(N(C(C)=O)C2=NCCCS2)c1	0	-13	0	-1	-4	0.9	1	2	-12	-4
CCOC(=O)N(CC)c1ccc(C(O)(C(=O)OCC)C(F)(F)F)cc1 (stereo not given)	x	12	1	2	-8	0.1	-3	-8	-17	-3
CCOC(=O)C1(c2ccccc2)CCN(Cc2cccc(C(=O)O)c2)CC1	x	14	38	-3	3	-0.9	-2	-17	-13	-8
COc1ccc(N=Cc2c(O)n(-c3ccc(C)cc3)c(=O)[nH]c2=O)cc1	17	22	0	-6	7	0.7	x	12	0	x
Cc1cc(S(N)(=O)=O)ccc1N=Cc1c(O)n(-c2ccccc2)c(=O)[nH]c1=O	-2	-23	0	-4	-24	1.5	0	3	-5	1
CCc1c(C)nc(N)nc1N1N=C1SCCOc1ccccc1	-1	3	-5	-4	-5	0.2	-1	5	-15	3
O=C1NC(=O)C2(Cc3ccccc3N3CCCC32)C(=O)N1Cc1ccccc1 (stereo not given)	x	-15	35	-1	-2	-0.9	-3	-4	-11	8
CCCNC(=O)N1[C@H]2CC[C@@H]1C(C(=O)OC)=C(c1cc3ccccc3o1)C2	-4	-11	x	0	-7	-0.5	-3	-2	-6	8
CNS(=O)(=O)c1ccc(N=Cc2c(O)n(-c3cccc(C)c3)c(=O)[nH]c2=O)cc1	1	-12	1	-1	-1	1.0	2	-2	1	6
Cc1ccc(S(=O)(=O)Cc2ccc(C(=O)N3CCC4(CC3)OCCO4)o2)cc1	x	-10	15	0	-8	-0.5	1	-1	-6	5
COc1ccc(CCN(C)Cc2c(F)cccc2F)cc1OC	x	-16	-8	1	-9	0.9	-1	3	-5	-32
CC(=O)c1c(O)n(C)c(=S)n(-c2ccccc2)c1=O	-4	-9	0	2	0	-0.5	5	x	-4	-12
COCC(=O)N1Cc2ccccc2-n2nncc2C1	-4	-11	x	-3	5	-0.1	-2	-3	-8	9
C=CCc1cc(C=C2C(=O)NC(=O)NC2=O)cc(OC)c1OCc1ccc(C(=O)O)cc1	x	-2	x	-1	-11	-7.1	6	-6	-6	-5
O=C(CN1CCOCC1)c1ccc(Br)cc1	-2	6	-2	0	1	0.9	-6	-4	-6	19
COC(=O)C1=C(c2ccc(Cl)c(C(F)(F)F)c2)C[C@@H]2CC[C@H]1N2C(=O)N1CCCC1	-1	-4	x	-1	-10	0.0	13	-7	-1	-2
CC12C=CC(=O)C=C1CCC1C2C(=O)CC2(C)C(=O)CCC12 (stereo not given)	5	-9	-1	-5	-5	1.1	0	-2	1	-2
C(=N\NC1=NCCCCC1)/c1c[nH]c2ccccc12	19	6	-7	-6	0	3.8	-2	-3	-8	6
CCC1CO/C(=C(\C(Cl)=C(Cl)Cl)[N+](=O)[O-])N1Cc1ccc(Cl)nc1 (stereo not given)	-5	-5	3	4	1	-0.1	2	-8	-2	-6
CC(NCc1ccc(Cl)cc1)C(O)c1ccccc1 (stereo not given)	-7	-14	8	2	3	-0.6	2	0	-11	-4
CCC(C)n1c(O)c(/C=N/NC(=O)c2ccncc2)c(=O)[nH]c1=S (stereo not given)	0	39	-4	4	-12	-0.2	-1	-2	-7	2
Cc1cccc(CNCCc2c[nH]c3ccccc23)c1	0	-5	5	1	1	1.0	3	x	-16	-26
COc1ccc(OC)c(NP(=O)(Oc2ccccc2)Oc2ccccc2)c1	1	16	1	7	-12	0.8	0	0	-29	0
COC(=O)C1=C(c2cccc(OC)c2OC)C[C@@H]2CC[C@H]1N2C(=O)NCCNC(C)=O	2	-8	x	2	5	0.3	9	8	-13	-24
CCC(=O)N1CC(=O)Nc2ccc(F)cc2C1c1ccccc1 (stereo not given)	-1	-15	x	5	-7	0.3	4	-16	-16	-10
Cc1cc(Oc2ccc(C(F)(F)F)cc2[N+](=O)[O-])c2c3c(c(=O)oc2c1)CCC3	-12	23	-2	-2	2	-4.1	8	-12	-23	-19
COCCCN1Cc2ccccc2C1=N	x	x	-2	4	3	1.5	0	-1	-6	-25
O=C(N/N=C1/CN2CCC1CC2)c1cccc(O)c1	4	-3	8	4	-3	0.6	0	-1	-10	-21
COC(=O)c1c(C)n(Cc2ccc3c(c2)OCO3)c2ccc(O)cc12	4	8	0	-3	-7	0.0	-4	30	-8	-9
Cc1cc(C=C2C(=O)N(C)C(=O)N(C)C2=O)c(C)n1-c1ccccc1	-1	-18	0	0	6	0.3	3	19	-9	-16
N#Cc1ccc(NC(=O)CN2CCCCCC2)cc1Cl	-3	x	2	6	-5	-1.0	7	6	16	-19
CCn1cc(C=C2C(=O)NC(=O)NC2=O)c2ccccc21	1	-1	-2	1	13	-0.1	0	-5	-16	0
COc1ccccc1Sc1ccccc1CC(C)N (stereo not given)	x	-18	6	-3	-9	1.5	1	19	-5	-2
CCCCn1c(O)c(C(C)=Nc2c(C)n(C)n(-c3ccccc3)c2=O)c(=O)[nH]c1=O	-1	-27	-6	0	1	3.2	1	-10	6	-4
COC(=O)C1=C(c2ccccc2)C[C@@H]2CC[C@H]1N2C(=O)NCCNC(C)=O	0	3	x	3	-3	2.5	2	-11	-7	-6
COC(=O)C1=C(c2ccc(F)cc2OCc2ccccc2)C[C@@H]2CC[C@H]1N2C(=O)NCCO	x	-13	x	2	6	-1.4	-5	7	-9	11
CN(C)c1ccc(/C=C2/C(=O)NC(=O)N(CCc3ccc(F)cc3)C2=O)cc1	-3	4	1	-4	7	3.1	-2	6	-8	14
CCOC(=O)C(O)(c1ccc(N=c2ccccn2C)cc1)C(F)(F)F (stereo not given)	1	x	0	9	-4	-3.9	0	x	-25	-3
Cn1cccc1/C=C1/C(=O)NC(=O)N(C(C)(C)C)C1=O	-2	-19	10	-3	-4	0.4	-5	2	-6	15
CC1(C)OC1COc1c2occc2cc2ccc(=O)oc12 (stereo not given)	-2	-3	x	-4	0	0.6	-2	-9	-11	-9

Looked up above:
HTR5A inv ctr with CCCCn1c(O)c(C(C)=Nc2c(C)n(C)n(-c3ccccc3)c2=O)c(=O)[nH]c1=O stands at -4
PvdQ inh with COc1ccccc1Sc1ccccc1CC(C)N (stereo not given) stands at -5
V-ATPase pHluor with CC1(C)OC1COc1c2occc2cc2ccc(=O)oc12 (stereo not given) stands at -4

The listing picks up; the 2 compounds before the break are reprinted first.
SMILES	Wnt bcat act	SR-BI HDL uptake	NSD2 HMT inh	V-ATPase pHluor	dFosB activator	CDK5 inh	HTR5A ag ctr	MITF act	PvdQ inh	HTR5A inv ctr
Cn1cccc1/C=C1/C(=O)NC(=O)N(C(C)(C)C)C1=O	-2	-19	10	-3	-4	0.4	-5	2	-6	15
CC1(C)OC1COc1c2occc2cc2ccc(=O)oc12 (stereo not given)	-2	-3	x	-4	0	0.6	-2	-9	-11	-9
CN(C)Cc1c[nH]c2ccccc12	-1	-10	x	0	-7	-0.9	0	-11	-10	28
O=Cc1c(C(=O)O)n(Cc2ccc(F)cc2Cl)c2ccccc12	3	-19	1	2	-2	-7.2	-2	4	-21	5
O=c1[nH]c(=S)n(CCC2=CCCCC2)c(O)c1/C=N/Nc1ccccc1	-1	x	-10	-1	-16	-1.6	6	-9	8	-3
COc1cc(C(=O)N2C[C@H]3C[C@@H](C2)c2cccc(=O)n2C3)cc(OC)c1OC	20	-6	x	-3	-1	-1.9	-3	-1	2	-5
C[C@H]1[C@@H](c2ccccc2)O[C@@H](c2ccccc2Br)N1C	-3	-4	x	-1	-4	-0.7	3	-1	-3	-5
O=C1C(Cc2cnc[nH]2)NC(=S)N1c1ccccc1 (stereo not given)	2	0	0	-2	4	-0.4	3	1	-9	-12
CN(C)c1ccc(/C=C/C=C/c2sc3ccccc3[n+]2C)cc1	-8	15	57*	-3	u	4.2	-1	x	-14	-4
COC(=O)C1=C(c2cc3ccccc3s2)C[C@@H]2CC[C@H]1N2C(=O)NCCO	-7	-11	x	5	-4	3.4	7	-5	-6	-19
CC(c1ccccc1F)n1cc(C(=O)Nc2ccc3nc[nH]c3c2)nn1 (stereo not given)	1	-27	4	0	6	0.5	8	8	-7	-17
Fc1ccc(N2CCN(Cc3ccc4c(c3)OCO4)CC2)cc1	x	-2	12	0	-3	-3.3	-1	-2	-12	0
O=C(NC(C(Cl)Cl)N1CCOCC1)c1ccccc1 (stereo not given)	5	-6	-3	1	-6	0.5	-5	-6	-1	13
O=[N+]([O-])c1ccc(N2CCCCC2)c2ncccc12	-1	16	-3	-1	1	1.4	1	4	11	-4
CC1CN(c2ccccn2)C(C)CN1C(=O)C(O)(c1ccccc1)c1ccccc1 (stereo not given)	-1	0	2	1	-4	1.3	3	-4	-21	-10
CC(Cc1ccccc1)N(C)CC1C(=O)C2CCC1C2 (stereo not given)	-3	7	37	-1	2	-3.1	1	-6	4	-3
